# Source: PubChem (several laboratories)
# CDK5 inh – CDK5/p35 (human) kinase inhibition | Q00535+Q15078 | Recombinant CDK5/p35, ADP-Glo luminescence, 60 min | inhibition, % at 10 µM | 0.01% of 330,000 active;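 active = highest replicate inhibition of at least 50% and at least 75% of replicates reaching 50%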;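 also: plate controls were DMSO neutral control for no effect and GW8510 at 10 µM for full effect; many of its hits are not listed in these tables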
# Target sequence (Q00535 whole entry, looked up): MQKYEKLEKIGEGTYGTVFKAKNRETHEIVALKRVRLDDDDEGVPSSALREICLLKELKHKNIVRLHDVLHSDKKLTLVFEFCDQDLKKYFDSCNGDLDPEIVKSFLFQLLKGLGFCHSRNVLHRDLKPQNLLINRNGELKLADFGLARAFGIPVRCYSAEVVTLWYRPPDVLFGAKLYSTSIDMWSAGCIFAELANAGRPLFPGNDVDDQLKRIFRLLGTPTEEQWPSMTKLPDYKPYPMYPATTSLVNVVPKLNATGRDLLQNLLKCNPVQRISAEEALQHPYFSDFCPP
# Target sequence (Q15078 whole entry, looked up): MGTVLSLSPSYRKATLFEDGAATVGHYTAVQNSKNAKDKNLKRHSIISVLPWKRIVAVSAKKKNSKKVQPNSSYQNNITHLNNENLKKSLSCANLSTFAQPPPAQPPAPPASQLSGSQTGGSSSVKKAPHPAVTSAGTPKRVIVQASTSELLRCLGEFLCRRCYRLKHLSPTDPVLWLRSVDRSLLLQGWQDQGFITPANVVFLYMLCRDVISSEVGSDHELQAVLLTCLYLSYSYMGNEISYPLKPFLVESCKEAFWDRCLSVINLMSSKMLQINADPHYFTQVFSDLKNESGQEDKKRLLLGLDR
# Rtt109 HAT inh – blocks Candida albicans Rtt109/Vps75 acetyltransferase activity. purified Rtt109/Vps75, ThioGlo CoA-SH fluorescence, 4 h. Q5AAJ8. 0.16% of 330,000 active. inhibition, % at 34.9 µM;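 active = inhibition of at least 50% in every replicate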
# CAL PDZ FP-1 – human CAL PDZ-peptide interaction inhibition | purified CAL PDZ, TMR-peptide fluorescence polarization, 1 h | inhibition, % at 20 µM | 0.02% of 330,000 active | AID 504414;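 active = highest replicate inhibition of at least 40%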;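 also: plate controls were DMSO neutral control wells for no effect and unlabeled competitor peptide control wells for full effect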
#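 Material: tagged CAL PDZ protein CerCALP, purified; buffer or medium: sodium phosphate/NaCl buffer pH 7.4 with TCEP, IgG, Thesit; also added: fluorescent TMR peptide probe; schedule: 1 h incubation at room temperature before polarization reading; technique: fluorescence polarization from S- and P-plane intensities, G-factor corrected; control set: unlabelled peptide and DMSO controls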
# MITF act – increases MITF-driven TRPM1 promoter luciferase signal. SK-MEL-5 TRPM1-promoter luciferase, 24 h; % of positive control, neutral wells = 0. activation, % at 12.5 µM. 0.75% of 300,000 active. AID 588334;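 active = mean activation of at least 80% with every replicate also reaching 80%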;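 also: 0% = neutral control wells and 100% = parthenolide positive control wells; values of inactives mirror those of a sister screen read the other way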
# dFosB activator – activators of mouse delta FosB homodimer; P13346; purified delta FosB, TAMRA-CDK5 oligo fluorescence polarization; percent of positive-control signal above neutral wells; activation, % at 25 µM; 0.99% of 340,000 active;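 active = mean activation above about 17%, with every replicate also reaching it, limit read from the data, passing the limit was not always enough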;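 also: fluorescence polarization rise as delta FosB binds a TAMRA Cdk5 AP-1 oligo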
# Target sequence (P13346 whole entry, looked up): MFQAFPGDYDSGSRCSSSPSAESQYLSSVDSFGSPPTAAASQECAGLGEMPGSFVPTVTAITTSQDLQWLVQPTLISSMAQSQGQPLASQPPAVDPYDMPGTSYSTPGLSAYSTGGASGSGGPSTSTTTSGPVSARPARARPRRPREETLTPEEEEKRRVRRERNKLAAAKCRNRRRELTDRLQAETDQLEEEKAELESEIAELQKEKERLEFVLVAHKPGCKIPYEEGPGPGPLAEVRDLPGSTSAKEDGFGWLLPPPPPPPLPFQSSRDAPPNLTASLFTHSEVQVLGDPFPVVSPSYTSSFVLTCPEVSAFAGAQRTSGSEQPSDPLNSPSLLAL
# cardiac RTF act – increases calcium sensitivity of human cardiac regulated thin filaments. IANBD-labeled TnC RTF fluorescence at EC20 calcium; 0% EC20 calcium, 100% full calcium. activation, % at 7.2 µM. 0.24% of 340,000 active;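 active = activation above the mean over all tested compounds plus 3 SD, cut at about 30% in these data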;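 also: rise in fluorescence read as greater calcium sensitivity of cardiac thin filaments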
# CAL PDZ FP-2 – blocks peptide binding to the human CAL PDZ domain | inhibition, % at 24.9 µM | AID 602252 | 0.92% of 300,000 active | purified CAL PDZ, TMR-peptide fluorescence polarization, 1 h | Q9HD26;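 active = mean inhibition of at least 30% with at least half of replicates also reaching 30%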;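 also: 0% = DMSO neutral control and 100% = excess unlabeled competitor peptide PRC23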
# Wnt bcat act – activates Wnt/beta-catenin signaling in a reporter cell assay | activation, % at 9.35 µM | 1.2% of 300,000 active | AID 743398 | activator, plate reader; in the data active = activation above about 30%, passing the limit was not always enough;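 also: 0% = neutral control wells and 100% = positive control wells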
# Tat transport – blocks Tat-dependent protein export in E. coli; E. coli MC4100 TorA-mCherry Tat export, fluorescence; inhibition, % at 10 µM; 0.036% of 340,000 active; AID 488895;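 active = mean replicate inhibition at least 50% and at least half of replicates individually reaching 50%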;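 also: exported cargo escapes ClpAP degradation while cytoplasmic cargo is degraded and loses fluorescence; 0% = median of neutral control wells and 100% = median of NaSCN control wells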
# V-ATPase pH – yeast V-ATPase proton transport regulation by pHLuorin. AID 504577. 0.37% of 350,000 active. S. cerevisiae, pHLuorin cytosolic pH fluorescence. response, % at 10 µM; in the data active = response mostly above about 7.3%, no sharp cut-off; inactive = mostly below about 5.4%; also: actives read high; inactives centre near 0; some compounds called inactive have numbers as strong as hits
# An asterisk follows results filed as active; nt = not tested or not shown. No enrichment for hits; about 4.1% have a hit in one of these screens.
SMILES,CDK5 inh,Rtt109 HAT inh,CAL PDZ FP-1,MITF act,dFosB activator,cardiac RTF act,CAL PDZ FP-2,Wnt bcat act,Tat transport,V-ATPase pH
COC(=O)c1ccc(C(c2c(N)n(CC(C)C)c(=O)[nH]c2=O)N2CCN(c3ccccc3)CC2)cc1 (stereo unspecified),1.3,13,-0.3,6,-8,-5,0,-4,-3,6
Cc1cc(C(=O)NNC2CC(=O)N(c3ccc4ccccc4c3)C2=O)c(C)o1 (stereo unspecified),0.5,7,-2.3,-8,-1,2,-1,3,-4,2
CCOC(=O)N/N=C(C)/C=C/c1ccccc1,-0.2,3,-1.0,22,-2,2,3,20,7,-1
COc1ccc(C(=O)NCCc2ccccn2)cc1S(=O)(=O)Nc1ccc(Br)cc1,0.9,2,-1.0,-6,-10,-4,0,-1,11,-1
Cc1nc(NC(=O)CSc2nnc(-c3ccncc3)n2C)sc1C,6.9,-2,-2.9,14,-6,-3,2,0,-3,-2
Cc1cc(=O)[nH]c(SCC(=O)Nc2ccc3c(c2)OCCO3)n1,0.1,8,-0.6,-14,1,0,-3,-1,2,-2
COC(=O)c1ccccc1NC(=O)c1cc(C)no1,-0.5,1,nt,-13,-9,2,-3,-3,-10,0
COc1ccc2cc(C(=O)N3CCN(c4ccccc4F)CC3)[nH]c2c1,1.0,0,-3.1,-1,-13,-5,-3,0,2,-1
O=C(NC1CCCN(Cc2ccc(Cl)cc2)C1)c1ccccc1-c1ncc[nH]1 (stereo unspecified),0.4,7,-2.0,9,-6,-3,-1,-1,1,-1
Fc1ccc(-c2nnc(NC3=NCCCCC3)o2)cc1,5.0,9,-1.0,-60,-2,-2,3,nt,-12,0
O=C(CSc1nc2ccsc2c(=O)n1Cc1ccccc1)NCc1ccco1,0.9,4,-1.9,16,-4,8,nt,nt,-3,8
O=S(=O)(c1cc(Cl)ccc1Cl)N1CCN2CCCC2C1 (stereo unspecified),-0.8,3,-0.4,-3,-5,-2,-1,0,0,3
Cc1cccc(NC(=O)CN2C(=O)S/C(=C\C(=O)Nc3ccc(Cl)cc3)C2=O)c1,0.2,0,-0.6,2,4,-1,1,nt,2,-4
Cc1cccc(N2CCN(C(=O)NC(C)c3ccc(F)c(F)c3)CC2)c1C (stereo unspecified),-1.7,3,-0.6,-5,-15,-3,-1,-2,-1,-2
CCN(C(=O)CSc1nnc(-c2ccc(OC)cc2)n1N)c1c(N)n(Cc2ccccc2)c(=O)[nH]c1=O,1.4,7,0.5,2,-10,-4,-8,1,1,9

# Continued; it opens with the five that closed the last part.
SMILES,CDK5 inh,Rtt109 HAT inh,CAL PDZ FP-1,MITF act,dFosB activator,cardiac RTF act,CAL PDZ FP-2,Wnt bcat act,Tat transport,V-ATPase pH
O=C(CSc1nc2ccsc2c(=O)n1Cc1ccccc1)NCc1ccco1,0.9,4,-1.9,16,-4,8,nt,nt,-3,8
O=S(=O)(c1cc(Cl)ccc1Cl)N1CCN2CCCC2C1 (stereo unspecified),-0.8,3,-0.4,-3,-5,-2,-1,0,0,3
Cc1cccc(NC(=O)CN2C(=O)S/C(=C\C(=O)Nc3ccc(Cl)cc3)C2=O)c1,0.2,0,-0.6,2,4,-1,1,nt,2,-4
Cc1cccc(N2CCN(C(=O)NC(C)c3ccc(F)c(F)c3)CC2)c1C (stereo unspecified),-1.7,3,-0.6,-5,-15,-3,-1,-2,-1,-2
CCN(C(=O)CSc1nnc(-c2ccc(OC)cc2)n1N)c1c(N)n(Cc2ccccc2)c(=O)[nH]c1=O,1.4,7,0.5,2,-10,-4,-8,1,1,9
Cc1cc2c(cc1S(=O)(=O)N1CCCCC1)OCC(=O)N2,-1.0,-1,-0.3,nt,5,2,nt,0,-1,1
COc1ccccc1N1CCN(C(=O)c2cc3cc(C)ccc3[nH]2)CC1,-1.8,-10,nt,4,-3,0,-6,-2,-5,2
COc1ccc(N2CC(O)=C(c3nc(-c4ccccc4)cs3)C2=N)cc1,-0.7,0,-2.1,-13,-4,-2,-2,-1,-1,6
Cc1cccc(NC(=O)C2CC(=O)N(Cc3ccccc3)C2)n1 (stereo unspecified),-1.0,-2,-3.3,-5,0,-3,9,-4,-9,-2
CSc1sc(C)cc1C=O,-1.2,3,0.4,10,-4,0,-4,3,-1,-3
Cc1ccc2cc(CN(CC3CCCO3)C(=O)c3cccs3)c(=O)[nH]c2c1 (stereo unspecified),-0.7,1,-2.2,-2,-3,2,-5,0,10,1
Cn1nnnc1NCc1cccc(Cl)c1,0.4,4,0.1,5,0,-2,-2,-2,-3,1
COC1(OC)C(/C=C/c2ccc(Cl)cc2)C(C#N)(C#N)C1(OC)OC (stereo unspecified),-2.9,16,-0.3,-13,-7,-8,-11,nt,-12,-5
S=C(N/N=C/c1cccs1)NC1CC2CCC1C2 (stereo unspecified),0.0,6,-1.2,nt,-2,nt,-2,34*,4,3
CCN(CC)CCNCC(=O)N1c2ccccc2CCc2ccc(NC(=O)OC)cc21,1.8,12,-1.3,-5,-8,-1,-3,0,3,-5
CCOc1ccc2nc(N(CCN(C)C)C(=O)c3cc4ccccc4cc3OC)sc2c1,nt,7,-4.2,18,48*,-6,0,nt,9,0
O=C(NC1(C(F)(F)F)C(=O)Nc2c1c(=O)[nH]c(=O)n2Cc1ccccc1)c1ccco1 (stereo unspecified),0.7,0,0.1,nt,4,0,-2,nt,5,0
Cc1ccc(S(=O)(=O)N2CCCCC2)cc1NC(=O)CCc1nc2ccccc2c(=O)[nH]1,-8.4,0,-2.8,4,-5,-9,-3,2,2,-4
COc1cccc(N2C(=O)N(c3ccccc3Cl)C3CS(=O)(=O)CC32)c1 (stereo unspecified),-0.9,nt,-1.9,nt,0,5,-1,-5,-6,1
O=C(c1ccccc1F)N1CCN(CC2CC3C=CC2C3)CC1 (stereo unspecified),-0.6,-3,1.1,-7,-9,1,-4,nt,-10,-6

# Profiles, quoted from the list. Order of screens: CDK5 inh	Rtt109 HAT inh	CAL PDZ FP-1	MITF act	dFosB activator	cardiac RTF act	CAL PDZ FP-2	Wnt bcat act	Tat transport	V-ATPase pH
# `S=C(N/N=C/c1cccs1)NC1CC2CCC1C2` (stereo unspecified) is entered as 0.0	6	-1.2	nt	-2	nt	-2	34*	4	3
# `CSc1sc(C)cc1C=O` is entered as -1.2	3	0.4	10	-4	0	-4	3	-1	-3

# The results go on:
SMILES,CDK5 inh,Rtt109 HAT inh,CAL PDZ FP-1,MITF act,dFosB activator,cardiac RTF act,CAL PDZ FP-2,Wnt bcat act,Tat transport,V-ATPase pH
Cn1ncc(Cl)c1C(=O)Nc1nc2ccc(Cl)cc2s1,0.9,-7,-0.3,14,-8,-3,0,0,-7,-1
CC(c1ccccc1)N1CC(C(=O)O)CC1=O (stereo unspecified),0.5,0,-2.2,6,1,-1,1,-1,-2,1
O=C(Oc1ccccc1N1C(=O)C2CCCCC2C1=O)c1ccc(Cl)cc1 (stereo unspecified),1.1,1,-1.3,0,-2,0,2,nt,0,-2
CCOc1cc(C(=S)N2CCOCC2)ccc1O,-0.7,0,0.1,16,6,3,-2,nt,-2,-6
N/C(=N\O)c1cccc(CS(=O)(=O)c2ccccn2)c1,1.5,-7,0.4,-4,-1,4,-12,0,-2,-2
COc1cccc(NC(=O)CN2C(=O)CSc3nc(C)cc(C)c32)c1,-1.3,3,-0.4,-1,-2,2,nt,-2,-11,5
Cc1ccc2nc(NC(=O)CSc3nc(=O)n(CCN(C)C)c4c3CCCC4)sc2c1,0.8,-5,-1.6,2,-8,4,nt,3,7,2
Nc1c(S(=O)(=O)c2ccccc2)c2nc3ccccc3nc2n1/N=C/c1cccc(O)c1,-3.9,-23,-2.8,nt,15,-10,-8,-2,-2,2
O=C(C1CCCCC1)N(CCN1CCCC1)c1nc2ccccc2s1,0.9,-2,-2.2,14,-13,-1,-1,9,-7,-1
O=C(O)CCCN=CC1=C(O)CNC1=O,-0.3,nt,-1.2,-6,-4,1,2,-2,5,1
CCN(CC)CCn1c(=O)n(-c2ccc(Cl)cc2)c(=O)c2c3c(sc21)CN(C)CC3,0.3,-4,0.2,nt,-4,13,-1,3,-2,-3
O=C(CCC(=O)c1ccc(Br)cc1)Nc1cccc(C(F)(F)F)c1,0.4,-7,-0.5,1,1,-4,-3,nt,-2,5
CC1=C/C(=C(\c2cc(C)c(O)c(Br)c2)c2ccccc2S(=O)(=O)O)C=C(Br)C1=O,14,-5,-3.3,-36,-1,5,nt,-1,-6,3
O=C1N(c2ccccc2C(F)(F)F)O[C@@]1(c1ccccc1)C1CCCC1,1.1,5,0.6,-3,5,-7,-1,2,-2,0
COc1ccc(CCN2CC(C(=O)NCCc3cccc(F)c3)CCC2=O)cc1 (stereo unspecified),-0.9,5,-1.1,9,0,4,-2,0,2,-2
O=C(CN(c1ccccc1)S(=O)(=O)c1ccccc1)NCCSCc1ccco1,0.7,8,-2.1,-7,-5,8,-1,nt,-4,0
Cc1sc(NC(=O)CCCC(=O)O)c(C(N)=O)c1-c1ccccc1,0.6,3,-0.5,-46,6,-4,-2,2,2,1
CNC(=O)c1sc(Nc2cc(C)ccc2C)nc1C,-0.1,5,-0.2,-5,6,-3,-1,-11,-3,6
CCc1ccc(-c2cc(C)no2)cc1S(=O)(=O)N1CC(=O)Nc2ccccc21,2.0,26,-2.0,-4,9,-2,-2,-2,-5,2
Cc1c(C(=O)O)oc2ccc(S(=O)(=O)NCCC3=CCCCC3)cc12,0.8,-6,nt,3,-9,3,-2,nt,3,3
Cn1nc(/C=C/c2ccccc2)ccc1=O,0.6,-3,-2.1,23,-8,-2,2,12,-5,2
N#C/C(=C(\O)CCl)c1nnc2n1CCCCC2,1.6,-2,-0.3,23,8,0,1,nt,4,-1
COc1ccc(NC(=O)Cn2nnc(C(=O)NCc3ccc4c(c3)OCO4)c2N)cc1,-0.1,-7,-1.9,-7,7,-4,-4,-4,-2,-3
COc1ccc(/C=N/NC(=O)c2cccnc2)cc1,-2.2,1,-0.9,16,-2,-7,-2,3,2,4
N#Cc1cc(Br)ccc1N=C1CCCN1c1ccccc1,0.9,-4,-1.1,-10,3,-2,-3,1,-4,0
CCOC(=O)c1n[nH]n2c1nc(=O)c1ccccc12,0.3,1,1.0,7,-5,-4,-6,-4,3,0
COCCOC(=O)C1=C(C)N(Cc2ccccc2)C(=O)NC1c1ccc(OC)cc1 (stereo unspecified),-0.5,8,0.1,-8,-2,-5,nt,nt,-8,-1
COc1ccc(-c2cn(-c3ccc(C)c(Cl)c3)c(=S)[nH]2)cc1OC,0.1,nt,-4.1,-7,-7,-1,-3,2,-8,1
COC(=O)c1cc(=O)c2c([N+](=O)[O-])ccc(OC)c2o1,0.3,0,-2.4,-1,-2,-2,nt,0,-7,1
CCOC(=O)c1sc(=N)n(-c2ccc(OC)cc2)c1C,0.1,nt,-1.6,53,-2,-3,-4,9,0,-1
